M. tuberculosis HTS = M. tuberculosis growth inhibition, HTS (AID 449762); M. tuberculosis H37Rv growth inhibition, 7H9 media; higher % means a stronger effect; inhibition, % at 25 µM; hits with a dose series show IC50 in µM; actives 0.59% (n = 330,000); in the data active = a potency from the dose series; inconclusive = inhibition above about 70% without an active follow-up result;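 note: bacterial growth assessed after seven days of incubation; strong numbers were not always called active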
VEEV TC-83 Vero = inhibitors of VEEV TC-83 cytopathic effect, confirmation, Vero cells (AID 588727) | Vero cells, VEEV TC-83 cytopathic effect inhibition; higher % means a stronger effect | inhibition, % at 20 µM; hits with a dose series show IC50 in µM | actives 0.13% (n = 350,000); in the data active = a potency from the dose series; inconclusive = inhibition mostly from about 14% at the one dose, without a potency; inactive = the rest, 99 in 100 with inhibition below about 12%; note: strong numbers were not always called active
M. tuberculosis = growth inhibition of non-replicating M. tuberculosis (AID 488890); Mycobacterium tuberculosis non-replicating, growth inhibition; higher % means a stronger effect; one-dose inhibition, % at 25 µM; IC50 in µM for titrated hits; actives 0.39% (n = 320,000); in the data active = a potency from the dose series; inconclusive = inhibition mostly from about 82% at the one dose, without a potency; inactive = the rest, 99 in 100 with inhibition below about 76%;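 note: plate controls were DMSO cells for no effect and high antibiotic wells for full effect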
influenza NS1A = NS1A inhibition, H1N1 influenza, cell based functional assay (AID 504329). NS1A functional cell-based assay, percent inhibition; higher % means a stronger effect. inhibition, % at 12.5 µM; hits with a dose series show IC50 in µM. actives 0.3% (n = 340,000); in the data active = a potency from the dose series; inconclusive = inhibition above about 27% without an active follow-up result; note: strong numbers were not always called active
Salmonella PhoP GFP = PhoP regulon inhibitors, Salmonella typhi PhoP promoter GFP reporter, confirmatory (AID 1850). one-dose inhibition, % at 50 µM; IC50 in µM for titrated hits. actives 0.33% (n = 310,000). Salmonella Typhi PhoP-promoter GFP reporter, fluorescence, 4 h; higher % means a stronger effect; in the data active = a potency from the dose series; inconclusive = inhibition mostly from about 25% at the one dose, without a potency; inactive = the rest, 99 in 100 with inhibition below about 19%;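 note: 0% = induced wells with vehicle and 100% = uninduced wells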
VEEV TC-83 Vero 10K pilot screen = further read-out of VEEV TC-83 Vero, marked with its call; inhibition, %; measured here: 10K pilot screen inhibition
Numbers without * were called inactive; i = inactive; ? = inconclusive; · = no result given.

SMILES | M. tuberculosis HTS | VEEV TC-83 Vero | M. tuberculosis | influenza NS1A | Salmonella PhoP GFP | others
CCN1C(=O)[C@H]2[C@@H](c3ccc(C)cc3)N3C(=O)N(c4ccc(C)cc4)C(=O)[C@@]3(C)[C@H]2C1=O | 0% | 0.0% | -5% | 9% | 3%
COc1ccc(N=C2NC(=O)/C(=C/c3ccc(O)c(OC)c3)S2)cc1 | -4% | 8.0% | 2% | 1% | -4%
Cc1ccc(S(=O)(=O)N2CCCC2)cc1C(=O)NC1CCCCC1 | -14% | i | 9% | 12% | 0%
Cc1cc(C)c2nc(SCc3ccc([N+](=O)[O-])cc3)nc(C)c2c1 | -6% | 1.3% | -8% | -5% | 6%
COc1ccc(OC)c(C2NC(=O)NC(C)=C2C(=O)OC2CCCCC2)c1 (centres undefined) | 2% | i | 25% | 3% | -4%
CC(C)(C)N/N=C/c1c(O)n(-c2ccc(Cl)cn2)c(=O)c2ccccc12 | -4% | i | 17% | -6% | 1%
O=C(COC(=O)COc1ccccc1)NCCc1ccccc1 | -2% | 0.2% | -17% | -4% | 5%
Cc1c(C)n(Cc2ccccc2)c2ncnc(NCCCN(C)C)c12 | 2% | i | 18% | 0% | 3%
CCOC(=O)Cc1csc(NC(=O)c2ccco2)n1 | -3% | 1.1% | 9% | -7% | 6%
CN1CCN(C(=O)c2cc(Cl)cc(Cl)c2NC(=O)c2ccco2)CC1 | -8% | i | -20% | -2% | -5%
Nc1[nH]nc2nc(NCc3ccccc3)c3c(c12)CCN(Cc1ccccc1)C3 | 5% | >25µM* | 18% | -2% | 14%
O=C(c1ccccc1)c1ccc2ccccc2n1 | 3% | 1.0% | 77% | 7% | -1%
CC(C)(O)CCC(C)(C)O | -11% | 3.4% | 9% | 9% | ·
COc1c(OC(C)=O)ccc(/C=N\NC(=O)c2ccc(Br)cc2)c1[N+](=O)[O-] | -1% | 6.1% | 15% | -4% | 5%
O=[N+]([O-])c1ccc2c(c1)CNc1ccccc1O2 | 13% | 0.5% | 67% | 1% | -11%
CSC1=NCCN1C(=O)c1ccc(S(=O)(=O)N2CCOCC2)cc1 | -16% | 0.9% | -15% | 3% | -2%
COc1ccc(OC)c(S(=O)(=O)NC(N)=NCCc2ccccc2OC)c1 | -4% | · | -16% | · | -8%
O=C1CC(c2ccccc2)CC(=O)N1c1ccc(C(F)(F)F)cc1 | -6% | 1.3% | 7% | -1% | ·
Fc1ccc(/C=N/n2cnn(Cc3ccccc3Cl)c2=S)cc1 | -3% | 0.7% | 2% | -7% | -9%
CCc1nnc(NC(=O)CSc2nnc(C)n2Cc2ccccc2)s1 | 3% | i | -2% | 5% | 1%
Clc1ccccc1Cn1nnc(-c2cccs2)n1 | 6% | 4.9% | 79% | -6% | 4%
O=C(N/N=C/c1cccc(O)c1)c1cc(-c2ccccc2)nc2ccccc12 | 1% | i | 15% | -27% | 6%
COC(=O)c1ccc2c(=O)n(Cc3ccc(C(=O)NCCCN4CCOCC4)cc3)c(=S)[nH]c2c1 | ? | 0.4% | -18% | 13% | 8%
CN=c1sc2ccccc2n1CC(O)c1ccccc1 (centres undefined) | -2% | i | 5% | -16% | 15%
CCc1cc2cc(C)cc(C)c2nc1SCC(=O)N1CCCC1 | 0% | 0.1% | 1% | 3% | -7%
CN(Cc1ccccc1)C(=O)COC(=O)C1CCN(S(=O)(=O)c2ccc(Cl)c(C(F)(F)F)c2)CC1 | -12% | 1.8% | · | -4% | -5%
CC(=O)N1N=C(c2ccc3ccccc3c2)OC1(C)C | 7% | i | -9% | -8% | -5%
CC(/C=C(\C)Nc1ccccc1)=Nc1ccccc1 | 3% | 2.0% | 0% | 9% | -2%
O=C(CC(Cc1ccccc1)c1ccco1)NC1CCCCC1 (centres undefined) | -3% | 0.5% | 13% | 13% | 3%
O=C(O)COc1ccc(Br)cc1/C=N/O | -4% | 0.1% | -10% | 2% | 6%
FC(F)(F)c1cnc(COc2ccc(Cl)cc2Cl)c(Cl)c1 | 6% | 1.1% | -10% | -3% | 4%
O=C(c1ccc(Cl)c([N+](=O)[O-])c1)N1CCN(C(=O)c2ccco2)CC1 | 5% | 0.5% | 15% | 6% | -15%
Cc1ccnc(NC(=O)Cc2ccc(F)cc2)n1 | -8% | 5.4% | 0% | -3% | 16%
Cc1c(N=Cc2c(O)n(C3CCCCC3)c(=O)[nH]c2=O)c(=O)n(-c2ccccc2)n1C | 1% | i | -34% | -14% | -1%
O=C(Nc1ccc(O)cc1)c1ccc(NC(=O)c2cccs2)cc1 | 4% | 1.9% | 2% | -4% | 2%
CCOc1ccc(-c2nnc3ccc(SCC(=O)Nc4nc5ccccc5s4)nn23)cc1 | 2% | 0.1% | 11% | 0% | -8%
CCOc1ccc(NC(=O)CCS(=O)(=O)c2cccc3nsnc23)cc1 | -4% | 1.2% | 21% | -6% | 3%
CCC1CCCCN1CCCNC(=O)c1cn(CC)c2ccc(S(=O)(=O)N3CCc4ccccc4C3)cc2c1=O (centres undefined) | -3% | i | 23% | 7% | 15%
COc1ccc(N2CCCCn3c2nc2c3c(=O)[nH]c(=O)n2C)cc1 | -11% | 5.3% | 2% | 4% | 5%
C#CC1(O)CC(C)NCC1(C)CCC#N (centres undefined) | -6% | 1.2% | -5% | -1% | 9%

Among those listed so far, these contain two or more sulfur atoms.
SMILES | M. tuberculosis HTS | VEEV TC-83 Vero | M. tuberculosis | influenza NS1A | Salmonella PhoP GFP | others
CSC1=NCCN1C(=O)c1ccc(S(=O)(=O)N2CCOCC2)cc1 | -16% | 0.9% | -15% | 3% | -2%
CCc1nnc(NC(=O)CSc2nnc(C)n2Cc2ccccc2)s1 | 3% | i | -2% | 5% | 1%
CCOc1ccc(-c2nnc3ccc(SCC(=O)Nc4nc5ccccc5s4)nn23)cc1 | 2% | 0.1% | 11% | 0% | -8%
CCOc1ccc(NC(=O)CCS(=O)(=O)c2cccc3nsnc23)cc1 | -4% | 1.2% | 21% | -6% | 3%

Pulled by compound from above, 6 records:
SMILES | M. tuberculosis HTS | VEEV TC-83 Vero | M. tuberculosis | influenza NS1A | Salmonella PhoP GFP | others
O=C(c1ccc(Cl)c([N+](=O)[O-])c1)N1CCN(C(=O)c2ccco2)CC1 | 5% | 0.5% | 15% | 6% | -15%
CN(Cc1ccccc1)C(=O)COC(=O)C1CCN(S(=O)(=O)c2ccc(Cl)c(C(F)(F)F)c2)CC1 | -12% | 1.8% | · | -4% | -5%
CCC1CCCCN1CCCNC(=O)c1cn(CC)c2ccc(S(=O)(=O)N3CCc4ccccc4C3)cc2c1=O (centres undefined) | -3% | i | 23% | 7% | 15%
CCOc1ccc(-c2nnc3ccc(SCC(=O)Nc4nc5ccccc5s4)nn23)cc1 | 2% | 0.1% | 11% | 0% | -8%
CN=c1sc2ccccc2n1CC(O)c1ccccc1 (centres undefined) | -2% | i | 5% | -16% | 15%
C#CC1(O)CC(C)NCC1(C)CCC#N (centres undefined) | -6% | 1.2% | -5% | -1% | 9%

(more compounds)
SMILES | M. tuberculosis HTS | VEEV TC-83 Vero | M. tuberculosis | influenza NS1A | Salmonella PhoP GFP | others
Cc1ccccc1Oc1ccc(NC(=O)C2CC=CCC2C(=O)O)cc1 (centres undefined) | -3% | 1.8% | 3% | -6% | 4%
Cc1ccccc1C(=O)NC1CCN(CC(=O)Nc2c(C)cccc2C)CC1 | 2% | 6.2% | 49% | 12% | 4%
Cc1ccc(S(=O)(=O)Nc2ncnc3sccc23)cc1C | -11% | 0.3% | 2% | -6% | ·
CCOc1ccc(C(=O)CCC(=O)NC(CC(C)C)C(=O)OC)cc1 (centres undefined) | 56% | 1.0% | 24% | -4% | 4%
Clc1ccc(N(CC2CO2)CC2CO2)cc1 (centres undefined) | · | i | · | -2% | ·
CCC(CC)C(=O)Nc1ccc(-c2cn3cccnc3n2)cc1 | 2% | 2.0% | 7% | 2% | 2%
COCC(=O)N1CCC(Oc2ccc(C(=O)NC3Cc4ccccc4C3)cc2)CC1 | -7% | 2.2% | -8% | -3% | -5%
CCOC(=O)C1CCN(c2ncnc3nc[nH]c23)CC1 | -11% | 6.9% | · | 6% | -2%
Cc1nnc(NC(=O)CSC2=NN3CCCC(=O)N=C3S2)s1 | -6% | 2.9% | 7% | 4% | -10%
CCOC(=O)C1CCCN(C(=O)CN2C(=O)/C(=C/c3ccc(OC)cc3)Oc3ccccc32)C1 (centres undefined) | 60% | 11% | 35% | -18% | -1%
c1ccc(-c2noc(CN3CCOCC3)n2)cc1 | 4% | 1.4% | -6% | -7% | -5%
Cc1ccc2c(c1)N(CCC(=O)N1CCC3(CC1)OCCO3)C(=O)CO2 | -6% | 4.1% | -11% | 2% | 0% | VEEV TC-83 Vero 10K pilot screen=0.8
CCOc1ccc(NS(=O)(=O)c2ccc(C)c(C(N)=O)c2)cc1 | -3% | 1.4% | 7% | -8% | -7%
O=C(O)CNC(=O)c1ccccc1F | -1% | 2.3% | 2% | -5% | 3%
CCC(CC)c1nnc(NC(=O)Cc2cccs2)s1 | -3% | 2.4% | -4% | 1% | 3%
CC(C)(C)NC(=S)N1CCn2cccc2C1c1cccnc1 (centres undefined) | -4% | i | -6% | -7% | 3%
O=C(Cn1nc2n(c1=O)-c1ccccc1SC2)N/N=C/c1cccs1 | -5% | 1.3% | -5% | 0% | 8%
COCCOC(=O)c1c(C)oc2ccc(OCC=C(C)C)cc12 | 14% | 0.7% | 8% | 3% | 1%
CCC(C)C(=O)Nc1nc2ccc(S(C)(=O)=O)cc2s1 (centres undefined) | -1% | 5.9% | -7% | -15% | 11%
CCOC(=O)C1(Cc2ccccc2C(F)(F)F)CCN(C(=O)c2cc(C(C)=O)n[nH]2)CC1 | -6% | 0.1% | -13% | -11% | -2%
CCC(C)NC(=O)c1ccc(CSCc2ccccc2Cl)o1 (centres undefined) | 0% | 2.1% | 45% | -7% | 6%
CCOC(=O)c1c(NC(=O)CN2C(=O)NC3(CCC(C)CC3)C2=O)sc(C)c1CC (centres undefined) | -2% | 1.6% | -11% | -10% | 0%
COc1ccc(S(=O)(=O)N(C)c2ccc(C(=O)NCC3CCCO3)cc2)cc1 (centres undefined) | -2% | 0.1% | 5% | 11% | 8%
Cc1[nH]nc2c1C(c1ccc(F)cc1)C(C#N)=C(N)O2 (centres undefined) | 0% | 0.8% | -14% | -7% | -6%
Nc1c(C(O)(C(F)(F)F)C(F)(F)F)ccc2ccccc12 | · | i | · | 2% | ·
COc1ccc(N2C(=NC(=O)C3CCCO3)SC3CS(=O)(=O)CC32)cc1 (centres undefined) | -12% | i | -6% | 9% | -2%
